HepG2 viability: qHTS for Inhibitors of TGF-b: Cytotox Counterscreen. HepG2 CAGA-GFP viability, ATP luminescence, 18 h. Potency, µM (series often up to 46.1 µM), without a hit: at the top dose activity change, negative = cytotoxicity, usual class: cytotoxic. actives 0.76% (n = 410,000). AID 588856, 2011; also: potency is read from the fitted curve at half-maximal effect; some results filed as inactive show a strong effect at the top dose
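HepG2 CAGA-GFP cells (1000/well, DMEM with 1% FBS) received compound, then TGF-beta at 500 pg/mL final, and were incubated 18 hours at 37 degrees C. Viability was read by CellTiter-Glo luminescence. Media-only wells were set as complete cell-killing and DMSO as no toxicity.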
A549 tox: Nrf2 qHTS screen for inhibitors: counterscreen for cytotoxicity | A549 ARE-Fluc cells, CellTiter-Fluor viability, 18-24 h | Potency, µM (highest dose often 46 µM), inactives show top-dose activity change, negative = cytotoxicity, hits mostly inhibitors | actives 0.16% (n = 390,000); also: potency is read from the fitted curve at half-maximal effect; % is scaled to controls: 0 for no effect and ±100 for the full control effect
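Cytotoxicity counterscreen: CellTiter-Fluor fluorescence was measured in A549 ARE_Fluc cells after 18-24 h of compound exposure in a concentration series. The subsequent BugLite luminescent read reports ARE-luciferase activity.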
TGFb inhibitor: qHTS for Inhibitors of TGF-b | AID 588855, 2011 | actives 1.2% (n = 410,000) | HepG2 CAGA-GFP TGF-b/SMAD3 reporter, GFP fluorescence, 18 h; TGF-beta stimulated, 500 pg/mL final | Potency, µM (top dose mostly 46.1 µM), without a hit: top-dose activity, negative = inhibition, hits mostly inhibitors; also: potency is read from the fitted curve at half-maximal effect; % is scaled to controls: 0 for no effect and ±100 for the full control effect; nearly all actives have a fitted effect of over 65% in size
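Read-out: total well GFP (ex488/em500-530) summed from mean per-cell fluorescence. Cells: HEPG2 CAGA-GFP, 1% FBS DMEM, 18 h at 37 degrees C with 500 pg/mL final TGF-beta. Unstimulated wells served as the full-inhibition control; stimulated DMSO wells = 0%.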
pAkt inh: HTS Assay for Inhibitors of Akt Phophorylation: Primary Screen. activity change, % for hits at 50 µM. Neuro2A IGF-stimulated pAkt S473 HTRF, 20 min; hits give low values. AID 651550, 2012. actives 0.32% (n = 360,000); in the data active = activity change below about -80%; inconclusive = mostly about -51% to -80%; also: % is scaled to controls: 0 for no effect and ±100 for the full control effect
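Neuro2A cells in DMEM with 0.5% FBS, overnight at 37 deg C, given compound at single 50 µM final, then IGF (6 nM final) for 20 min at 37 deg C. Lysed; phospho-Akt Ser473 by HTRF after 24 h, 665/615 ratio.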
CCT chaperon mod: High-Throughput Screening for Modulators of Cytosolic Chaperonin Activity; actives 0.3% (n = 360,000); AID 651819, 2012; activity change, % (test concentration not listed), hits read low; purified chaperonin ATPase assay, HTRF ADP detection, 30 min; in the data active = activity change below about -30%; also: % is scaled to controls: 0 for no effect and ±100 for the full control effect
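ATPase activity: ADP formed was measured by HTRF Transcreener (665/615 nm ratio) after 30 min at 37 deg C with 10 uM ATP. Compounds screened at one 76 uM concentration against 40 or 20 nM TRiC in Tris pH 7.4/KCl/MgCl2/DTT buffer.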
MmCpn inh: Inhibitors of TCP-1 ring complex (TRiC) of Methanococcus maripaludis (MmCpn): qHTS | Chaperonin Mm-Cpn (Methanococcus maripaludis) | purified Mm-Cpn ATPase, ADP Transcreener TR-FRET | Potency, µM (highest dose often 76.9 µM), for the others: at the top dose activity, negative = inhibition, actives largely listed as inhibitors | actives 0.031% (n = 330,000) | AID 504842, 2011; also: potency is read from the fitted curve at half-maximal effect; % is scaled to controls: 0 for no effect and ±100 for the full control effect; nearly all actives have a fitted effect of over 80% in size
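ATP (10 uM final) was added to archaeal chaperonin (25 nM final) after 10 min exposure to test compound at 37°C; after 30 min further incubation, ADP was detected by competitive TR-FRET.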
Abeta rescue: qHTS for compounds that reverse cellular toxicity of Amyloid beta (A-beta) peptide in yeast: Primary Screen | yeast expressing A-beta42, growth rescue, OD600, 48 h; response scale: 0% DMSO, 100% iron-clioquinol control | Potency, µM (highest dose often 46.1 µM), inactives show top-dose growth rescue, usual class: activators | actives 0.063% (n = 410,000); also: potency is read from the fitted curve at half-maximal effect; nearly all actives have a fitted effect of over 55% in size
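Yeast growth medium received pinned compounds, then yeast cells expressing toxic A-beta were added; plates incubated at 30 C for 48 hr. Growth read as absorbance at 600 nm, normalized to DMSO and equimolar FeCl3 plus clioquinol controls.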
Nrf2 block: Nrf2 qHTS screen for inhibitors. actives 2.1% (n = 360,000). A549 ARE-Fluc reporter, luciferase luminescence, 18-24 h. Potency, µM (highest dose often 46 µM), inactives show at the highest dose activity change, negative = inhibition, usual class: inhibitors; also: potency is read from the fitted curve at half-maximal effect; % is scaled to controls: 0 for no effect and ±100 for the full control effect; nearly all actives have a fitted effect of over 60% in size
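Quantitative HTS in A549 cells stably bearing an antioxidant response element-firefly luciferase construct. Inhibition of Nrf2-driven transcription was scored by luminescence after 18-24 h of compound exposure at 37 °C.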
Nrf2 activator: qHTS of Nrf2 Activators; AREc32 ARE-luciferase reporter (MCF7-derived line), luminescence, 24 h; actives 0.31% (n = 410,000); Potency, µM (doses to about 46.1 µM), inactives show at the top dose activation, actives largely listed as activators; also: potency is read from the fitted curve at half-maximal effect; % of control where 0% means no effect; nearly all actives have a fitted effect of over 65% in size
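Luciferase luminescence (Steady-Glo, 30 min at room temperature) served as the read-out of ARE activation in AREc32 cells treated with compounds for 24 hr at 37 deg C.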
Active calls of the source: *; i = inactive; u = inconclusive; x = not tested or not shown; & = joins results of further samples; [ ] = another dose, or the depositor's remark. Unless noted, calls follow the shape of the dose curve; as a rule, active = well fitted curve in the direction sought with a large enough effect; inconclusive = small, poorly fitted or top-dose-only effect, or another doubt; inactive = no such curve, though single readings can be large; an effect the other way counts as inactive or inconclusive.

Values run as follows: HepG2 viability	A549 tox	TGFb inhibitor	pAkt inh	CCT chaperon mod	MmCpn inh	Abeta rescue	Nrf2 block	Nrf2 activator
> O=C(CN1CCN(S(=O)(=O)c2ccc(F)cc2)CC1)NCc1cccs1
→ 0%	-3%	5%	i	-0.5	3%	3%	4%	2.5%
> CCOC(=O)c1ccc(NC(=O)Cn2cc(S(=O)(=O)Cc3ccccc3F)c3ccccc32)cc1
→ -23%	0%	0%	x	x	x	-12%	6%	4.2%
> C=CCc1cccc(/C=N/c2nc3ccccc3n2CC)c1O
→ 4%	-1%	-20%	i	0.8	1%	9%	10%	-0.5%
> COc1ccc(-c2nn(-c3ccccc3)cc2C#N)cc1
→ -23%	-2%	-9%	i	-2.3	-1%	6%	x	2.0%
> CCc1nnc2c(Nc3cc(OC)c(Cl)cc3OC)nc3ccccc3n12
→ -1%	-1%	41%	x	x	x	-9%	12%	6.1%
> CN(C)S(=O)(=O)N1CCN(C(=O)c2ccccc2Cl)CC1
→ 8%	-3%	-6%	i	-5.7	-3%	17%	5%	-0.2%
> Cc1cccc(N2CC(C(=O)Nc3ccccc3N3CCOCC3)CC2=O)c1C (stereo not given)
→ 1%	2%	2%	i	-3.1	2%	12%	5%	-1.1%
> CCCCC(=O)N/N=C/c1cc([N+](=O)[O-])ccc1N1CCOCC1
→ 1%	0%	-19%	i	0.4	1%	2%	-7%	-0.3%
> COc1ccc(CNC(=O)c2sc3nc4n(c(=O)c3c2C)CCCCC4)cc1
→ 1%	11%	-7%	x	x	x	-25%	0%	0.0%
> CN(C)Cc1nc2c([nH]1)c(=O)n(C)c(=O)n2C
→ -1%	1%	0%	i	0.6	0%	8%	10%	0.1%
> CCOc1ccc(NC(=O)CCC(=O)Nc2nnc(CC)s2)cc1
→ 1%	1%	19%	i	0.2	3%	26%	-5%	0.1%
> Cc1cc(=O)[nH]c2nnc(SCc3ccc(F)cc3)n12
→ -18%	-26%	-15%	x	x	x	0%	x	-0.5%
> CCCn1c(C(O)c2cc(OC)c(OC)c(OC)c2)nc2ccccc21 (stereo not given)
→ 1%	11%	-9%	i	-3.6	-2%	-10%	11%	1.3%
> Cc1ccc(CSc2nnc(-c3cccc(S(=O)(=O)N4CCOCC4)c3)n2CC(C)C)cc1
→ -18%	10%	-4%	i	-0.1	1%	17%	-25%	-0.1%
> Cc1ccc(SCC(=O)c2c(C)nc3cc(C)ccn23)cc1
→ -12%	7%	1%	i	-0.4	2%	11%	u	0.5%
> CCOc1[nH]c(/N=C/c2ccccc2)c(C#N)c1C#N
→ -21%	0%	19%	x	x	x	x	-1%	x
> O=C(O)c1cc(N2C(=O)C3CC=CCC3C2=O)ccc1NCc1cccnc1 (stereo not given)
→ -19%	-1%	10%	-116%*	-2.9	1%	0%	17%	0.3%
> O=C1C=C(c2ccc(F)nc2)CCC1
→ 12%	18%	1%	i	0.5	x	-17%	6%	-0.2%
> CN1CCC(NC(=O)c2cccc(Oc3ccccc3)c2)CC1
→ 2%	2%	6%	i	-2.1	2%	8%	0%	-0.2%
> COC(=O)/C(=C/c1c[nH]c2ccccc12)[N+](=O)[O-]
→ -19%	2%	1%	i	-0.4	-15%	26%	1%	7.0%

The list goes on; the last 2 above are carried over.
Values run as follows: HepG2 viability	A549 tox	TGFb inhibitor	pAkt inh	CCT chaperon mod	MmCpn inh	Abeta rescue	Nrf2 block	Nrf2 activator
> CN1CCC(NC(=O)c2cccc(Oc3ccccc3)c2)CC1
→ 2%	2%	6%	i	-2.1	2%	8%	0%	-0.2%
> COC(=O)/C(=C/c1c[nH]c2ccccc12)[N+](=O)[O-]
→ -19%	2%	1%	i	-0.4	-15%	26%	1%	7.0%
> O=C(Cn1cnc2sc3c(c2c1=O)CCCC3)NCC(=O)Nc1ccc(F)cc1F
→ -11%	1%	-1%	i	-0.1	-1%	2%	-30%	0.5%
> COc1ccc(-c2cc(CNC(C)=O)on2)cc1
→ 1%	-4%	7%	i	0.4	-1%	4%	x	0.4%
> COCCCNC(=O)CN(CCc1ccccc1)S(=O)(=O)c1ccc(C)cc1
→ 6%	-2%	3%	i	2.0	-1%	-5%	8%	-0.5%
> CCn1ncc(CN2CCN(Cc3cccc(OC)c3)C(CCO)C2)c1C (stereo not given)
→ -1%	1%	2%	i	2.0	3%	-11%	8%	-0.4%
> C[C@H](CO)N1C[C@H](C)[C@@H](CN(C)S(=O)(=O)c2cccc(F)c2)OCc2cn(nn2)CCCC1=O
→ -3%	x	4%	i	-1.0	x	8%	x	-0.4%
> Cc1cc(C)cc(NC(=O)CSc2nc(=O)n(Cc3ccccn3)c3c2CCC3)c1
→ -2%	-1%	u	x	x	x	-1%	x	1.1%
> CSCC[C@@H](C(=O)Nc1ccc2c(c1)OCCO2)N1Cc2ccccc2C1=O
→ -15%	-16%	4%	i	-1.7	1%	-4%	10%	5.4%
> CCS(=O)(=O)c1nc(S(=O)(=O)c2ccc(C)cc2)c(NCCCN2CCCC2=O)s1
→ 18%	0%	-4%	i	-2.5	-1%	9%	-3%	0.3%
> Cc1ccc(C)c(C(=O)CCC(=O)Nc2ccc(N3CCN(C)CC3)cc2C)c1
→ -32%	-6%	0%	i	-0.1	-2%	-1%	2%	1.4%
> Cc1[nH]c2ccccc2c1NC(=O)CN1CCN(C(=O)c2ccco2)CC1
→ -4%	-6%	0%	i	-2.7	1%	-10%	-24%	0.6%
> COc1cc(C2N=C(c3ccccc3)NO2)cc(Br)c1O (stereo not given)
→ -26%	-3%	3%	i	0.1	-3%	-4%	15%	19%
> CC(C)c1ccc(NC(=O)CSC2=Nc3ccccc3C3=NC(CC(=O)NCc4cccs4)C(=O)N23)cc1 (stereo not given)
→ -1%	-11%	35%[activator]	x	x	x	13µM*	x	2.5%
> NC(=O)CSc1c[nH]c2ccccc12
→ -3%	-7%	4%	i	-0.2	0%	-13%	10%	0.0%
> CC(=O)N1CCc2c(sc3c2c(=O)n(Cc2ccccc2)c(=O)n3Cc2ccc(C)cc2)C1
→ -9%	1%	u	x	x	x	-1%	3%	0.2%
> O=C(c1cccc(S(=O)(=O)N2CCc3ccccc32)c1)N1CCCC(C(F)(F)F)C1 (stereo not given)
→ -25%	-15%	u	i	-6.8	1%	-10%	-30%	0.1%
> CSc1ncnc2c1ncn2CCCNCC(C)c1ccccc1 (stereo not given)
→ -6%	x	7%	i	0.4	x	12%	x	6.7%
> Cc1ccc(S(=O)(=O)Oc2ccc(/C=C(/NC(=O)c3ccccc3)C(=O)O)cc2)cc1
→ -4%	7%	-10%	i	-0.6	5%	-11%	4%	-0.8%
> CCOC(=O)CNC(c1ccccc1)c1cc(Br)ccc1NC(=O)CCN1CCOCC1 (stereo not given)
→ 13µM*	11%	u	i	0.6	-3%	-78%[inhibitor]	9%	u
> COc1cccc(-c2cc(C(=O)Nc3cnn(Cc4ccc(F)cc4)c3)no2)c1
→ -6%	16%	22%	i	0.3	2%	-5%	x	0.2%
> COc1ccc(C(=O)CNc2ccc(C)cc2C)cc1
→ -15%	0%	-8%	i	1.4	0%	-1%	u	0.3%
> CC(C)(CO)CNC1CCCN(C2Cc3ccccc3C2)C1 (stereo not given)
→ -7%	-2%	-1%	i	0.4	0%	6%	-16%	0.1%
> CCC1CCCCN1Cc1nc2c(c(=O)n(C)c(=O)n2C)n1Cc1ccccc1 (stereo not given)
→ 2%	1%	2%	i	-15	1%	4%	5%	-0.4%
> CC(C)Oc1ccc(S(=O)(=O)N2CCCCC2)cc1NC(=O)C1CSC2(C)CCC(=O)N12 (stereo not given)
→ -7%	1%	-1%	i	-0.5	1%	-4%	-17%	1.6%
> CC(NC(=O)COC(=O)c1ccc(S(=O)(=O)N2CCOCC2)cc1)c1ccccc1 (stereo not given)
→ 4%	11%	9%	i	0.1	1%	0%	19%	-0.1%
> O=C(NCc1ccncc1)[C@@H]1CCCN1C(=O)[C@@H]1CCCN1C(=O)c1ccccc1Cl
→ x	x	x	i	-1.1	x	-9%	x	-0.3%
> Nc1nnc(SCc2ccc(Cl)cc2)s1
→ -1%	7%	5%	i	1.1	0%	-12%	5%	3.0%
> CC(=O)c1c(C)oc2ccc(NS(=O)(=O)c3ccccc3)cc12
→ -9%	-4%	-2%	i	0.0	-3%	-7%	-4%	-0.3%
> COc1ccccc1N1CC(C(=O)OC(C)C(=O)Nc2ccc(F)cc2)CC1=O (stereo not given)
→ 5%	x	-1%	i	-1.0	x	2%	x	-0.2%
> O=C(Oc1cccc(-n2cnnn2)c1)c1sc2ccccc2c1Cl
→ -16%	-2%	7%	i	-4.1	-3%	20%	u	0.2%
> Cc1cccc(NCc2nc3ccccc3n2CCOc2ccccc2C)c1
→ -47%	1%	11µM*	x	x	x	23%	0%[9.27 µM]	0.3%
> CCOC(=O)c1c(C)c(C(=O)NCCCN2CCCC2=O)c(C)n1CC
→ 0%	2%	-9%	i	-1.0	2%	13%	-13%	-0.6%
> CCOc1ccc(NC(=O)c2sc3nc4n(c(=O)c3c2C)CCC4)cc1
→ 4%&-14%	6%&-8%	1%&0%	i	1.2	1%	-10%&-20%	u	0.2%&-1.0%
> CS(=O)(=O)c1ncc(Cl)c(C(=O)N2CCN(c3cccc(Cl)c3)CC2)n1
→ 3.5µM*	18µM*	2.8µM*	x	x	x	-2%	7.3µM*	-5.6%

Screening data deposited in PubChem by National Center for Advancing Translational Sciences (NCATS).
